# PKA-R2B act: PKA-R2B complex activation; 0.079% of 340,000 active; activation, % at 11.4 µM; P22694+P31323; AID 504700; PKA-R2B holoenzyme dissociation, Cy5-IP20 fluorescence polarization; R2B truncated from residue 108, S112A mutant; 0% DMSO only, 100% 113 µM cGMP;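 active = activation above a cutoff set at the mean over all compounds plus 3 SD, cut at about 18% in these data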;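 also: higher means more holoenzyme dissociation and a rise in polarization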
# Keap1 Nrf2 FP: Keap1-Nrf2 (human) interaction inhibition; inhibition, % at 9.4 µM; 0.15% of 340,000 active; Q14145; Keap1 Kelch-Nrf2 peptide fluorescence polarization, 1536-well; in the data active = inhibition above about 12%; inconclusive = no clear call, values can overlap the other calls; inactive = below about 7.3%;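 also: human Keap1 Kelch domain with fluorescein labeled Nrf2 9mer peptide probe; 0% = neutral control wells and 100% = peptide positive control; higher means more block of Keap1 binding to Nrf2 peptide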
# Target sequence (Q14145 whole entry, looked up, the tested form may be a part): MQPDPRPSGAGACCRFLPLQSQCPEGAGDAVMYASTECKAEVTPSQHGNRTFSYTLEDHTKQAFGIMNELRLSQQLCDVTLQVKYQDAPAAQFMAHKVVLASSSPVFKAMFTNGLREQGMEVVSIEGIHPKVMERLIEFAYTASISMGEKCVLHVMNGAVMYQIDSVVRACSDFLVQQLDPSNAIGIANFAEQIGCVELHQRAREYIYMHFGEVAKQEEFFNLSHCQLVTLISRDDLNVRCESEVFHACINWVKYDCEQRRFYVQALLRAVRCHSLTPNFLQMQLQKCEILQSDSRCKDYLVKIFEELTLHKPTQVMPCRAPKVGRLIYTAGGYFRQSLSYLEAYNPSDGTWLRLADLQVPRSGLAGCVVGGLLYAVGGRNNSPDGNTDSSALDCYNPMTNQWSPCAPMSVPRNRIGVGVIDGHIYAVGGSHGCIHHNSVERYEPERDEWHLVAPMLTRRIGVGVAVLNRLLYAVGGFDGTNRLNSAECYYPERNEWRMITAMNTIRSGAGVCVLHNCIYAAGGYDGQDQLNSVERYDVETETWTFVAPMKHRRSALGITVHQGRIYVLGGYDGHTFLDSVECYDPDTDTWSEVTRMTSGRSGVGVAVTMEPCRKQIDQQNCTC
# SR-BI uptake up: enhances SR-BI lipid uptake from DiI-HDL. activation, % at 12.5 µM. 0.096% of 320,000 active. CHO ldlA[mSR-BI] cells, DiI-HDL uptake fluorescence, 3 h; 100 = double the neutral-control signal;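 active = mean replicate activation of at least 60% and every replicate at or above 60%; inconclusive = mean or all-replicate condition met, but not both; inactive = mean below 60% and not all replicates reaching 60%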;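 also: 0% = median plate neutral-control signal and 100% = twice that signal; values of inactives mirror those of a sister screen read the other way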
#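 Material: SR-BI-overexpressing, LDLR-lacking CHO cells; schedule: compound exposure 3 h, 37 °C; reagent: DiI-labelled HDL at 10 µg/mL final; technique: bottom-read fluorescence, 550/595 nm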
# Arrestin-AP2 inh: blocks beta-arrestin peptide binding to AP2 adaptin; FITC-arrestin peptide / GST-AP2 beads, flow cytometry; AP2 beta2 appendage carries R879A mutation; inhibition, % at 10 µM; 0.31% of 340,000 active;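 active = inhibition above a set limit, near 3 SD of compounds lacking own fluorescence, cut at about 54% in these data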;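 also: plate controls were DMSO wells for no effect and 5 µM unlabelled arrestin peptide for full effect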
#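 Material – AP2 appendage R879A on GSH beads · Buffer or medium – PBS with 0.05% Tween 20 and 0.1% BSA · Probe or stimulus – fluorescein-tagged arrestin peptide at 50 nM final · Incubation – compound with beads 12 min RT, then probe 1 h RT · Detection – high-throughput flow cytometry of beads, ex 488, em 535 nm · Evaluation – percent response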
# C-LANA FP: KSHV C-LANA DNA binding inhibition. MBP-C-LANA/FAM-LBS DNA binding, fluorescence polarization. inhibition, % at 9 µM. 0.078% of 340,000 active;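 active = highest replicate inhibition at or above 60% at 9 µM, even if other replicates fall short; inactive = all replicates below 60% inhibition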;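 also: 0% = neutral control wells and 100% = 4 µM acridine orange control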
# DAGLB inh: diacylglycerol lipase beta (human) inhibition. Q8NCG7. HEK293T DAGLB membrane lysate, EnzChek fluorogenic substrate. inhibition, % at 5.17 µM. 0.059% of 340,000 active. AID 504411; in the data active = inhibition above about 34%;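 also: 0% = enzyme with vehicle and 100% = wells lacking enzyme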
# NSD2 inh: inhibitors of human histone methyltransferase NSD2; NSD2 peptide methylation, AlphaScreen, 120 min; inhibition, % at 12.5 µM; 0.54% of 310,000 active; AID 743445; in the data active = inhibition above about 50%
# RTF Ca sens inh: cardiac RTF calcium desensitization | P19429+P45379 | IANBD-labeled cardiac RTF, Ca2+ fluorescence | inhibition, % at 7.15 µM | 0.12% of 340,000 active | AID 493244;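 active = inhibition above the mean inhibition of all tested compounds plus 3 SD, cut at about 17% in these data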;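 also: assay run at fixed EC70 calcium of 1.6 mM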
# SR-BI HDL uptake: blocks mouse SR-BI lipid uptake from DiI-HDL; Q61009; ldlA[mSR-BI] CHO cells, DiI-HDL uptake fluorescence, 3 h; inhibition, % at 12.5 µM; 0.96% of 320,000 active; AID 488896;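 active = mean replicate inhibition of at least 70% and a set share of replicates each scoring 70 or more; inconclusive = meets just one of the two criteria; inactive = fails both criteria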;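 also: 0% = median of neutral control wells and 100% = median of positive control wells; values of inactives mirror those of a sister screen read the other way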
# Target sequence (Q61009 whole entry, looked up): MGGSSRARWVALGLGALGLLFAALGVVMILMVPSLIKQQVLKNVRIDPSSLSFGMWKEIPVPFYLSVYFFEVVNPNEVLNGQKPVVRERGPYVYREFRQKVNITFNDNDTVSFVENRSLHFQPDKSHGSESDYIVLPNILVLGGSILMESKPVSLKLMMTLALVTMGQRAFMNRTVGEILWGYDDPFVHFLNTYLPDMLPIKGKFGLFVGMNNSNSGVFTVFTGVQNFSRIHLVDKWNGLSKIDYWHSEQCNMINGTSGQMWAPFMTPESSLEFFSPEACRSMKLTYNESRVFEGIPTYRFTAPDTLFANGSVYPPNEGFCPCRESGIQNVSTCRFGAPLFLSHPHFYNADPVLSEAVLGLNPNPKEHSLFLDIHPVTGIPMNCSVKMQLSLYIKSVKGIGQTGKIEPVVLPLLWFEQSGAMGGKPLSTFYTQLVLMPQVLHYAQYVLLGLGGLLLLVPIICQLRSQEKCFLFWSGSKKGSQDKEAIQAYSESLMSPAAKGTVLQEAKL
# PvdQ inh: P. aeruginosa PvdQ acylase inhibition; inhibition, % at 10 µM; 0.063% of 340,000 active; purified PvdQ acylase, fluorescence plate reader; in the data active = inhibition above about 30%, passing the limit was not always enough; inconclusive = no clear call, values can overlap the other calls;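 also: 0% = vehicle neutral wells and 100% = reference inhibitor wells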
# * marks the source's active call; other numbers are inactive results; ? = inconclusive; . = no result given.
SMILES,PKA-R2B act,Keap1 Nrf2 FP,SR-BI uptake up,Arrestin-AP2 inh,C-LANA FP,DAGLB inh,NSD2 inh,RTF Ca sens inh,SR-BI HDL uptake,PvdQ inh
CCOC(=O)C1CCN(S(=O)(=O)CCNC(=O)c2cccc(OC)c2)CC1,-20,2,26,1,0.8,1,-5,-9,-26,2
CCCCN(CC)S(=O)(=O)c1ccc(C(=O)Nc2nnc(-c3ccccc3Cl)o2)cc1,5,4,-26,2,1.7,-1,.,-10,26,-10
COc1cccc(C(=O)NCC2(c3ccccc3)CCCC2)c1,-11,-1,25,14,-1.0,-4,-4,-6,-25,3
O=C(NCCc1cccs1)c1ccc(Cl)cc1,5,4,15,14,-0.8,1,-5,-9,-15,-6
COc1ccc(-c2ccc(OC)cc2C(=O)O)cc1,0,-3,18,-2,-0.3,-1,.,-16,-18,-11
COc1cc2c(cc1OC)CN(C(=O)c1ccc(S(=O)(=O)N3CCCCCC3)cc1)CC2,-2,0,-16,-3,-0.2,1,2,-10,16,-5
CCCOc1ccc(NC(=O)OC2CCN(C)CC2)cc1,-6,-2,6,-5,-0.8,2,0,-5,-6,-4
CCCCCn1c(C(Cc2ccccc2)NC(=O)COC)nc2ccccc21 (stereo not drawn),-11,-1,24,-4,-0.5,0,.,-4,-24,-4
O=C(CSc1nnnn1C1CCCCC1)NCc1cccs1,-7,-5,6,11,0.8,-4,-1,-12,-6,2
COc1cc(OC)c(CN2CCc3c([nH]c4ccccc34)C2)cc1Br,-10,-14,.,-7,24,-5,3,-29,.,-17

# Of the compounds above, four have nitrogen in an aromatic ring.
SMILES,PKA-R2B act,Keap1 Nrf2 FP,SR-BI uptake up,Arrestin-AP2 inh,C-LANA FP,DAGLB inh,NSD2 inh,RTF Ca sens inh,SR-BI HDL uptake,PvdQ inh
CCCCN(CC)S(=O)(=O)c1ccc(C(=O)Nc2nnc(-c3ccccc3Cl)o2)cc1,5,4,-26,2,1.7,-1,.,-10,26,-10
CCCCCn1c(C(Cc2ccccc2)NC(=O)COC)nc2ccccc21 (stereo not drawn),-11,-1,24,-4,-0.5,0,.,-4,-24,-4
O=C(CSc1nnnn1C1CCCCC1)NCc1cccs1,-7,-5,6,11,0.8,-4,-1,-12,-6,2
COc1cc(OC)c(CN2CCc3c([nH]c4ccccc34)C2)cc1Br,-10,-14,.,-7,24,-5,3,-29,.,-17

# Additional compounds follow:
SMILES,PKA-R2B act,Keap1 Nrf2 FP,SR-BI uptake up,Arrestin-AP2 inh,C-LANA FP,DAGLB inh,NSD2 inh,RTF Ca sens inh,SR-BI HDL uptake,PvdQ inh
Cc1occc1-c1nnc(SCC(=O)N2CCOCC2)n1CCc1ccccc1,1,-2,37,2,0.2,-1,0,0,-37,-13
Oc1ccc2c(c1)C1CCCC1(N1CCOCC1)O2 (stereo not drawn),2,-4,40,1,-2.3,2,22,-8,-40,-7
O=C(NC1=NCCS1)C12CC3CC(CC(C3)C1)C2,2,6,10,25,1.4,1,-7,5,-10,4
CC(C)NC(=O)NNc1c(Cl)cncc1Cl,.,2,13,3,1.3,.,-1,.,-13,-8
Cc1ccc(Sc2c(C=O)c3ccccc3n2C)cc1,-9,-6,29,1,-0.3,-12,-4,-1,-29,-15
CCOc1cccc(N(C(=O)c2ccco2)C(C(=O)NC2CCCC2)c2cccnc2)c1 (stereo not drawn),2,-5,.,-2,1.6,-1,0,-9,.,-16
O=c1[nH]c(/C=C/c2ccccc2OC(F)F)nc2c1cnn2-c1ccccc1,4,-12,-1,-4,0.0,-3,-4,-3,1,5
CCOC(=O)c1ccc2[nH]c3c(c2c1)CCCC3NC=O (stereo not drawn),-1,-1,-5,33,2.6,-2,1,-7,5,7
CCOC(=O)c1ccc(NC(=O)C2CC(=O)N=C(N)S2)cc1 (stereo not drawn),-3,-5,26,-3,-0.3,-3,1,10,-26,9
COc1ccc(NC(=O)NNC(=O)COc2ccc3ccccc3c2)cc1,-5,1,6,-4,-0.1,3,-2,-4,-6,-11
COc1ccc(NC(=O)CSc2nnc(Cc3cccs3)n2C)cc1,-12,3,7,18,-0.6,-1,7,-7,-7,4
COC(=O)C1=C(CN2CCN(C)CC2)NC(=O)NC1c1cc(C)ccc1C (stereo not drawn),-1,-3,17,3,1.6,0,10,-2,-17,-9
Cc1cc(C)n(-c2cc(N3CCN(S(=O)(=O)c4ccc(Br)cc4)CC3)ccc2[N+](=O)[O-])n1,-6,3,9,31,2.0,-4,-1,7,-9,3
Cc1ccc2nc3c(cc(C(=O)NCc4ccccc4)c(=N)n3CCCn3ccnc3)c(=O)n2c1,0,-8,.,0,2.7,0,-19,-9,.,-14
CCSc1nnc(NC(=O)Cn2cnc3ccccc3c2=O)s1,-6,4,3,-2,-0.1,3,1,6,-3,-13
CCOC(=O)n1c(=O)n(Cc2ccc(Cl)cc2Cl)c2ccccc21,-14,4,4,21,-3.4,-6,.,-4,-4,-9
COc1ccc(/C=N/Nc2nc(Nc3ccccc3)nc(N3CCCCC3)n2)cc1OC,-17,-4,-36,-7,-0.8,-5,0,-7,36,-1
COC(=O)Cn1c(=NC(=O)c2sc3ccccc3c2Cl)sc2cc(S(N)(=O)=O)ccc21,8,1,-4,11,0.0,-2,-2,-7,4,1
Cc1cccc(-n2c(N)cc(=O)[nH]c2=S)c1,2,-5,37,-9,-0.2,-1,.,4,-37,-9
CCc1cc(=O)oc2c(C)c(OCC(=O)NC3CC(C)(C)NC(C)(C)C3)ccc12,-7,-6,-1,0,-1.2,4,-5,4,1,-14
CCCC(O)(CCN1CCOCC1)c1ccc(Br)cc1 (stereo not drawn),-5,-1,7,-8,-1.3,0,-1,-2,-7,-4
CCOC(=O)c1ccc(NC(=O)CCc2ccc(C)o2)cc1,-2,-3,-21,16,-1.3,-9,0,2,21,3
COc1ccc(CCNC(=O)C(=O)NCC2OCCN2S(=O)(=O)c2ccc(C)cc2)cc1OC (stereo not drawn),1,-2,-25,6,-0.4,0,.,-5,25,0
CCOC(=O)c1ccc(NC(=O)N2CCN(C(=O)c3ccco3)CC2)cc1,-4,-4,-5,-5,-0.2,2,-1,-14,5,-5
CCOC(=O)N1CCC(N2CCCC(C(=O)c3cc(C)c(OC)c(C)c3)C2)CC1 (stereo not drawn),4,-6,-31,2,0.0,-2,-1,-20,31,-9
COc1cc(S(=O)(=O)NCc2ccccc2)ccc1-n1cnnn1,-8,-5,-2,-11,0.3,1,-4,-6,2,-16
Fc1ccc(NC(=S)Nc2ccc(Cl)cc2)cc1,-1,2,-18,7,0.2,-4,-2,5,18,4
Cc1cc(C)cc(NC(=O)CCOc2ccccc2)c1,1,2,13,-4,-1.5,-6,3,-4,-13,-13
c1ccc(CSCc2nc3ccccc3[nH]2)cc1,4,0,-11,9,-0.5,-1,8,-10,11,-7
CC1CCN(Cc2c(C(=O)N3CCc4ccccc4C3)nc3ccc(Cl)cn23)CC1,-4,-3,.,-8,-0.2,-3,5,-3,-38,8
O=C(NCc1ccco1)c1n[nH]c(=O)c2ccccc12,8,-3,-7,20,-1.2,1,1,0,7,9
COCCN(C(=O)COC(=O)c1ccc(-c2ccccc2)cc1)c1c(N)n(Cc2ccccc2)c(=O)[nH]c1=O,1,-3,-15,17,2.3,3,-2,-11,15,0
CC(C)CNS(=O)(=O)c1cc(C(=O)OCC(=O)c2ccc3c(c2)OCCO3)c(Cl)cc1Cl,-3,4,-24,2,1.9,-7,-2,6,24,1
CCOc1ccccc1NC(=O)COC(=O)C1CCC1,-3,-1,3,26,-1.1,-3,2,-6,-3,-2
COc1ccc(CNC(=S)Nc2ccc(OC)cc2)cc1,0,-3,5,0,-1.6,0,4,-2,-5,-3
CCOc1cc(-c2nnn(CC(=O)N3CCCCC3)n2)ccc1OC,2,-1,15,2,-0.4,0,2,-6,-15,-19
O=c1[nH]c(O)c(/C=C2\C=Nc3ccc(Br)cc32)[nH]1,-7,0,-2,-1,-0.4,3,-1,-1,2,-13
CCOc1ncccc1C(=O)OCC(=O)c1ccc(F)cc1,1,-1,-11,-2,1.6,-4,-1,-1,11,-15
COc1cc(OC)c(S(=O)(=O)NCc2ccco2)cc1S(=O)(=O)NCc1ccco1,0,-1,17,-1,1.1,-1,0,3,-17,-4
O=C(CCc1nnc2ccc(N3CCCC3)nn12)Nc1ccc(F)c(F)c1,8,1,14,3,0.5,2,-7,-1,-14,-5
CC(C)c1ccc(-c2noc(C3CCCN(C(=O)c4ccc(F)cc4F)C3)n2)cc1 (stereo not drawn),-5,-1,-34,9,-2.2,-21,-1,-18,34,-9
c1csc(CNCCN2CCOCC2)c1,9,-2,30,11,0.9,-2,1,0,-30,4
COc1ccc(C2(O)CCN(C(=O)Cc3cccnc3)CC2)cc1,-3,-2,24,1,-1.0,-1,-1,-3,-24,-3
O=C(c1ccc(COc2ccccc2Br)cc1)N1CCCCC1,0,0,-19,27,0.6,-4,2,-3,19,4
CC(=O)Nc1ccc(C(=O)NCC(=O)OCc2ccccc2F)cc1,-5,-4,-4,-8,0.3,1,3,-5,4,-10
CC(=O)Nc1ccc(S(=O)(=O)N2CCN(c3cc4c(cc3[N+](=O)[O-])n(C)c(=O)n4C)CC2)cc1,-1,-3,19,-10,0.3,8,4,-8,-19,-11
CC(=O)NCCC(=O)N1CCCC(N2CCN(c3cccc(Cl)c3)CC2)C1 (stereo not drawn),7,-5,?,5,3.2,0,1,-3,-120,-7
CSc1nc2ccccc2cc1/C=C(\C#N)c1ccc(Cl)c(Cl)c1,-6,-5,-24,15,-6.0,-4,1,0,24,3
CCN1CCN(CC(=O)Nc2nc3ccccc3s2)CC1,-2,0,5,-6,-1.2,0,1,-2,-5,-13
CCCCn1c(N)c(N(CC(C)C)C(=O)c2cc3c(s2)CCC3)c(=O)[nH]c1=O,4,-2,20,-4,0.1,2,.,0,-20,-12
# (listing goes on)
SMILES,PKA-R2B act,Keap1 Nrf2 FP,SR-BI uptake up,Arrestin-AP2 inh,C-LANA FP,DAGLB inh,NSD2 inh,RTF Ca sens inh,SR-BI HDL uptake,PvdQ inh
COc1ccc(C(=O)/C=C/c2cccnc2)c(OC)c1,-7,-11,20,-6,5.7,-1,29,0,-20,-7
Cc1cc(C)cc(N(C(=O)CNC(=O)c2ccco2)C(C(=O)NC2CCCCC2)c2cccnc2)c1 (stereo not drawn),-8,-1,26,20,0.6,-1,3,-7,-26,3
Cc1ccn2cc(-c3nonc3C)cc2c1,2,-7,-42,9,0.2,5,1,-8,42,-3
COc1ccc(S(=O)(=O)N2CCN(C(=O)[C@@H]3CCC(=O)N3C3OC(=O)c4ccccc43)CC2)cc1 (stereo partly drawn),-16,-3,-2,10,-2.2,1,-4,-1,2,-8
Cc1cc(C)n2nc(C(=O)OCC(=O)NC(=O)c3ccccc3)nc2n1,-3,-2,15,5,0.8,1,-5,-3,-15,-6
Cc1cc(C)cc(NC(=O)COc2ccc(C(=S)N3CCOCC3)cc2)c1,-3,3,-51,-1,0.2,2,0,-10,51,-1
